# Bioassay records: PubChem BioAssay, several laboratories
# TPT1 inh = C. albicans TPT1 enzyme inhibition | recombinant caTPT1, FP RNA substrate dephosphorylation | inhibition, % at 5 µM | 300,000 compounds, 0.81% hits | AID 1962;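 active = inhibition above the mean of all tested compounds plus 3 SD, set per screening campaign, cut at about 24% in these data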;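 note: plate controls were DMSO alone for no effect and ferristatin control at 100 nM for full effect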
# PP1 counter = PP1-alpha (human) inhibition in PP5 counter-screen; P62136; purified PP1alpha, OMFP fluorescence; inhibition, % at 6.7 µM; 320,000 compounds, 0.9% hits;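 active = inhibition above the mean inhibition of all tested compounds plus 3 SD, computed separately for each screening campaign, cut at about 15% in these data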
# Target sequence (P62136 whole entry, looked up): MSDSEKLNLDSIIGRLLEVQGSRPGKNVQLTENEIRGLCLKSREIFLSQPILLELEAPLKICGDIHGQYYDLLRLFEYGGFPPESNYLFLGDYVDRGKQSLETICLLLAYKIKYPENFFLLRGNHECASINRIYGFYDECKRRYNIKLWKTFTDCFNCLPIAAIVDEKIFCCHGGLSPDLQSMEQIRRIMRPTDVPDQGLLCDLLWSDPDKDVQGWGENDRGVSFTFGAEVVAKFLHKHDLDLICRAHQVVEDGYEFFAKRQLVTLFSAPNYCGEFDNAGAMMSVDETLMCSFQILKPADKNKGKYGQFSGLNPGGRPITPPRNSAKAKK
# HCV core dimer = HCV core protein dimerization inhibition; 300,000 compounds, 0.33% hits; inhibition, % at 5 µM; TR-FRET GST/Flag-core106 dimerization, 1536-well;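 active = inhibition above the mean of all tested compounds plus 3 SD, set per screening campaign, cut at about 45% in these data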
#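 Assay system: tagged HCV core106 pair (GST and Flag); medium: KF-containing HEPES buffer, pH 7.45, DTT, CHAPS, BSA; also added: Eu donor and XL665 acceptor anti-tag antibodies; dosing: 5 µM single dose; timing: compound-protein-antibody incubation 4 h at 22.5 °C; signal: TR-FRET 671 and 617 nm emission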
# PREPL inhibitor = inhibits the human prolyl oligopeptidase-like enzyme. inhibition, % at 5.96 µM. AID 2751. recombinant PREPL, fluorescence polarization activity-based probe. 320,000 compounds, 0.68% hits. Q4J6C6; in the data active = inhibition above about 43%;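 note: 0% = enzyme with DMSO and 100% = wells lacking enzyme; many of its hits are not listed in these tables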
# Target sequence (Q4J6C6 whole entry, looked up): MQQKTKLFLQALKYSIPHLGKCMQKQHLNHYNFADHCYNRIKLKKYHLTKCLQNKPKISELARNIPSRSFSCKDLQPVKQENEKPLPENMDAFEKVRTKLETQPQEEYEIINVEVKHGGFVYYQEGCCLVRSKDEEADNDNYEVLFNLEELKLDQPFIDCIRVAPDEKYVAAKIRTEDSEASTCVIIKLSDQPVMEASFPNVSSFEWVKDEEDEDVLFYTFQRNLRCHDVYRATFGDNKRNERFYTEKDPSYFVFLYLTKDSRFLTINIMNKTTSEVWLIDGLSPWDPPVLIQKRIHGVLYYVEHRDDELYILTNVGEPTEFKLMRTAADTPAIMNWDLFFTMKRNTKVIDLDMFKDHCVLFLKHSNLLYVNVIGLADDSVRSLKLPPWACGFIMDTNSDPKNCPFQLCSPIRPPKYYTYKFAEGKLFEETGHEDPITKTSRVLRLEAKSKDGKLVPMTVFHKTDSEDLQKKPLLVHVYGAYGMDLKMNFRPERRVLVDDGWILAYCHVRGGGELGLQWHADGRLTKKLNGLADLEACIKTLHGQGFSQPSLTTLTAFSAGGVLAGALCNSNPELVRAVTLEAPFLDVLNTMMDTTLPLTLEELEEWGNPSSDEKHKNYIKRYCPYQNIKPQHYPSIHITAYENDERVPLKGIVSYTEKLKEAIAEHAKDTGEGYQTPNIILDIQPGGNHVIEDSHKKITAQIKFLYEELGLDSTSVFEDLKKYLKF
# GASC-1 inh = inhibitors of human GASC-1 (JMJD2C) demethylase; Q9H3R0; GST-JMJD2C(1-420) H3K9me3 demethylation, DELFIA europium; inhibition, % at 2.35 µM; 330,000 compounds, 0.069% hits; AID 2099;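 active = more than half of a compound's replicate wells show inhibition beyond 50%, single wells judged on their own value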;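 note: signal counts dimethyl H3K9 product captured on neutravidin plate; 0% = median of DMSO wells and 100% = 0.3 times that DMSO median; strong numbers were not always called active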
# Efflux pump mplx = antifungal efflux pump inhibition, Nile Red retention. inhibition, % at 10 µM. 330,000 compounds, 0.44% hits. AID 485275. S. cerevisiae Candida pump triplex;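 active = plate passing quality check with inhibition over a set limit, or well fluorescence over plate mean plus 4 SD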;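 note: Nile Red retained in pooled yeast measured as flow cytometry median fluorescence; 0% = buffer negative control and 100% = Enniatin B positive control; higher means more Nile Red kept so more efflux inhibition; some compounds called inactive have numbers as strong as hits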
# PP5 primary = inhibitors of human protein phosphatase 5 (PP5). 320,000 compounds, 0.18% hits. inhibition, % at 6.7 µM. purified PP5c, OMFP substrate fluorescence. P53041;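 active = inhibition above the campaign's mean inhibition across all tested compounds plus 3 SD, cut at about 9.5% in these data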;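 note: 0% = DMSO only and 100% = 100 µM cantharidin control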
# Fh CTSL1 inh = blocks F. hepatica cathepsin L1 in PFM18AAP counter-screen. recombinant F. hepatica cathepsin L1, Z-Leu-Arg-MCA fluorescence. 300,000 compounds, 0.49% hits. inhibition, % at 5.96 µM;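 active = inhibition above the mean of all tested compounds plus 3 SD, set per screening campaign, cut at about 17% in these data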;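 note: 0% = plate median of test compound wells and 100% = 1 µM Z-Phe-Ala-diazomethylketone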
# LYPLA2 inh = LYPLA2 (human) inhibition in PME1 counter-screen. 320,000 compounds, 0.38% hits. O95372. recombinant LYPLA2, FP-Rh probe fluorescence polarization. inhibition, % at 5.9 µM;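 active = inhibition above the screen-wide mean plus 3 SD, limit set per campaign, cut at about 26% in these data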;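 note: 0% = LYPLA2 with DMSO and 100% = wells lacking LYPLA2 enzyme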
# * marks the source's active call; other numbers are inactive results; / = no result given. This is a subset; rates above refer to the full screens.
SMILES,TPT1 inh,PP1 counter,HCV core dimer,PREPL inhibitor,GASC-1 inh,Efflux pump mplx,PP5 primary,Fh CTSL1 inh,LYPLA2 inh
CCOC(=O)C1=C(c2ccccc2)NC(=O)NC1c1ccc(OC)cc1OC (configuration not stated),-1,-4,1,2,0,-0.1,2.2,2,-1
O=C(COc1ccc(S(=O)(=O)N2CCCCC2)cc1)NCc1ccncc1,-1,-3,0,0,-10,0.0,-0.6,1,3
CCOC(=O)c1c(C)c(C(=O)NCc2ccc(OC)cc2)c(C)n1C,1,1,-3,4,-21,0.0,0.2,3,5
COc1ccccc1C(=O)COC(=O)Cn1[nH]c(=O)c2ccccc2c1=O,1,-2,3,1,13,-0.1,-0.6,-19,-2
O=C(N/N=C/c1ccccc1[N+](=O)[O-])c1ccc2c(c1)OCCO2,-4,-2,-5,8,-9,0.0,0.2,5,-5
COC(=O)/C(C(C)=O)=C(/C=C/C=C/N(C)C)N(C)C,-8,-3,-3,-2,4,0.1,1.5,5,3
CCc1cc(C(=O)N2CCOCC2)c(NC2=NS(=O)(=O)c3ccccc32)s1,-3,3,-8,2,-5,0.0,-0.4,1,5
CCNC(=O)NC(=O)C(C)OC(=O)CCCc1nc2ccccc2s1 (configuration not stated),-1,-8,-1,7,-5,-0.1,0.3,-63,4
CC(C)(C)NC(=O)NC(=O)COC(=O)Cc1c(F)cccc1Cl,-2,0,-8,-4,9,0.0,0.2,-6,-2
CCOc1cc(/C=C2\C(=O)N(CCC#N)N=C2C)ccc1OCC(N)=O,-1,-2,-3,25,28,0.0,-0.5,-2,3
COc1ccccc1COC(=O)N/C=C/c1ccco1,42*,1,35,0,23,-0.1,-1.4,-1,-13
Clc1ccc(CSc2nnc(/C=C/c3ccccc3)o2)cc1,0,-4,14,-10,-4,0.4,0.6,4,3
COc1oc(-c2ccccc2C)nc1C(F)(F)F,7,-2,-5,-3,30,0.0,-1.7,1,-1
CC(C)n1c(C(F)(F)F)nc2cc(C(=O)N3CCC(O)CC3)ccc21,1,-2,-2,-6,25,0.0,1.3,-2,6
O=c1[nH]c(CSc2ncc(-c3ccc(F)cc3)n2Cc2ccco2)nc2ccccc12,1,2,5,-5,6,0.0,2.7,4,0
CCOc1ccccc1OCCCC(=O)NNC(=O)c1cc(C)oc1C,/,-1,/,-2,/,-0.3,-0.1,/,-6
CCOc1ccc(/C=C2\SC(N3CCCCC3)=NC2=O)cc1,4,-2,3,7,4,0.4,3.9,2,7
Cc1cc(NC(=O)COc2ccc(N(C)S(=O)(=O)c3ccccc3)cc2)no1,3,2,11,1,-30,0.1,-5.6,-3,5
COc1ccc(S(=O)(=O)NCCOc2ccc(Cl)cc2)cc1,/,6,/,-45,-2,-0.2,2.3,/,4
O=C(CC(c1ccccc1)c1cc(Cl)ccc1O)N1CCOCC1 (configuration not stated),-3,-1,-18,25,3,-0.2,2.3,2,6
CC(C)CCN(C)C1CCN(S(=O)(=O)c2ccc(F)cc2)CC1,-7,4,-1,-2,-5,0.2,3.3,2,4
Cc1cc(C)nc(SCC(=O)Nc2ccc(S(=O)(=O)Nc3cc(C)on3)cc2)n1,1,-6,-2,5,1,-0.3,0.1,1,1
CN1CCN(CCCN(Cc2cccs2)C(=S)Nc2ccc(Cl)cc2)CC1,-3,-3,-3,5,0,-0.4,1.7,2,2
COc1ccc(Nc2nc(N)nc(CN3CCN(c4ccc(F)cc4)CC3)n2)cc1,2,-6,-9,15,5,0.0,3.1,1,9

# Ten structures already listed, arranged by length of the SMILES, falling.
SMILES,TPT1 inh,PP1 counter,HCV core dimer,PREPL inhibitor,GASC-1 inh,Efflux pump mplx,PP5 primary,Fh CTSL1 inh,LYPLA2 inh
O=c1[nH]c(CSc2ncc(-c3ccc(F)cc3)n2Cc2ccco2)nc2ccccc12,1,2,5,-5,6,0.0,2.7,4,0
Cc1cc(NC(=O)COc2ccc(N(C)S(=O)(=O)c3ccccc3)cc2)no1,3,2,11,1,-30,0.1,-5.6,-3,5
COc1ccc(Nc2nc(N)nc(CN3CCN(c4ccc(F)cc4)CC3)n2)cc1,2,-6,-9,15,5,0.0,3.1,1,9
CC(C)n1c(C(F)(F)F)nc2cc(C(=O)N3CCC(O)CC3)ccc21,1,-2,-2,-6,25,0.0,1.3,-2,6
CN1CCN(CCCN(Cc2cccs2)C(=S)Nc2ccc(Cl)cc2)CC1,-3,-3,-3,5,0,-0.4,1.7,2,2
CC(C)CCN(C)C1CCN(S(=O)(=O)c2ccc(F)cc2)CC1,-7,4,-1,-2,-5,0.2,3.3,2,4
CCOc1ccccc1OCCCC(=O)NNC(=O)c1cc(C)oc1C,/,-1,/,-2,/,-0.3,-0.1,/,-6
COc1ccc(S(=O)(=O)NCCOc2ccc(Cl)cc2)cc1,/,6,/,-45,-2,-0.2,2.3,/,4
Clc1ccc(CSc2nnc(/C=C/c3ccccc3)o2)cc1,0,-4,14,-10,-4,0.4,0.6,4,3
COc1oc(-c2ccccc2C)nc1C(F)(F)F,7,-2,-5,-3,30,0.0,-1.7,1,-1

# Remaining list, next part:
SMILES,TPT1 inh,PP1 counter,HCV core dimer,PREPL inhibitor,GASC-1 inh,Efflux pump mplx,PP5 primary,Fh CTSL1 inh,LYPLA2 inh
COc1ccc([N+](=O)[O-])cc1NC(=O)c1ccc(C)o1,-1,-3,7,5,7,0.0,0.2,3,-1
COc1ccc2cc(C(C)C(=O)Nc3cccc(S(=O)(=O)N(C)C)c3)ccc2c1 (configuration not stated),-2,3,1,3,-13,3.2*,4.6,-3,-38
COC(=O)c1ccc2c(=O)[nH]c(CSc3nc(C)cs3)nc2c1,-4,4,5,1,3,0.3,3.5,-4,-8
COc1ccc(OC)c(C2CC(=O)c3c([nH]c(C(=O)OC(C)C)c3C)C2)c1 (configuration not stated),-2,0,6,-7,-4,-0.2,0.5,1,-4
N#Cc1ccccc1COC(=O)c1ccc(Br)o1,0,-2,-1,-11,0,0.0,1.4,-6,6
COCCn1c(C)cc(C(=O)CSc2cc(C)c3ccc(OC)cc3n2)c1C,4,3,0,-2,-10,0.3,2.9,1,3
Cc1nnc(NC(=O)CSc2nnc(CC(=O)Nc3ccccc3F)n2C)s1,-2,3,-2,-10,-6,-0.2,5.4,-1,-5
Cc1c(-c2ncn[nH]2)sc(C#N)c1-c1ccccc1,-3,0,4,-1,1,-0.1,3.4,-1,-13
Nc1nnc(SCC(=O)NN2C(=O)NC3(CCCCC3)C2=O)s1,-1,0,-5,0,-5,0.2,1.6,5,2
CC(C)Oc1nnnn1-c1ccccc1,-7,-3,1,13,-3,0.1,1.4,-5,1
CCOC(=O)c1ccc(-n2cccc2/C=C2\NC(=O)NC2=O)cc1,/,6,/,10,1,0.1,0.8,/,2
CCc1nc2ccc(C(=O)N3CCN(c4cc(C)ccc4C)CC3)cc2nc1CC,0,-5,14,-10,6,0.2,3.0,3,3
Cc1nc2c(c(=O)c3ccccc3n2C)c(=O)n1-c1ccccc1,3,-4,6,-1,/,0.0,-0.3,5,-3
CCC(CC)c1nnc(NC(=O)C2=COCCO2)s1,-6,-1,-12,17,30,-0.1,1.9,1,3
COc1cc(/C=C2/SC(=S)N(CC(=O)Nc3nc4ccccc4s3)C2=O)cc(OC)c1OC,17,7,24,11,-1,0.2,2.4,2,-34
COCCNc1nc(-c2ccc(OC)cc2)c(-c2ccc(OC)cc2)s1,-4,-1,4,7,-2,0.0,2.1,-3,14
CCCCC(=NCCc1c(C)[nH]c2ccccc12)C1=C(O)CC(c2ccccc2)CC1=O (configuration not stated),-2,-2,9,19,5,0.1,0.8,3,9
Cc1ccc(NC(=O)N(Cc2nc3ccccc3c(=O)[nH]2)Cc2cccs2)cc1,0,4,4,-7,10,0.3,1.8,1,5
COC(=O)C1=C(C(=O)OC)[C@@H]2N(Cc3ccccc3)c3ccccc3[C@@]23C[C@@H](CO)N(C(=O)NC2CCCC2)C3=N1,-2,-1,5,1,-5,0.0,0.3,-1,2
CCOc1ccc(CCNC(=O)COC(=O)CNC(=O)c2ccc(Br)o2)cc1OCC,0,-5,2,-7,12,0.0,1.6,-9,8
COc1ccccc1C1(O)CCN(CC(=O)Nc2c(C)nn(C)c2C)CC1,2,0,6,9,-3,0.1,0.4,-1,2
CCN(C(=O)c1cc2c(=O)n3ccccc3nc2n1C)C1CCCCC1,-2,-6,-2,4,-6,0.1,-1.5,6,-6
O=[N+]([O-])c1ccc(NCc2ccc3c(c2)OCO3)cc1,0,0,-5,1,-3,0.0,-0.4,7,10
Cc1ccc(S(=O)(=O)N/N=C/c2ccc(C#N)cc2)cc1,-1,0,-2,-7,-1,0.0,2.5,-1,4
COc1ccc(CNCc2cc(OC)ccc2OC)cc1,-1,0,-8,4,4,0.2,1.9,-3,9
CCCCCN(C(=O)CCC(=O)OCC(=O)c1ccc(C(C)CC)cc1)c1c(N)n(CCCC)c(=O)[nH]c1=O (configuration not stated),2,29*,-1,9,8,-0.1,0.0,10,-3
COC(=O)c1c(C)cc(O)c(C)c1O,1,-5,1,6,-14,0.0,4.6,-1,5
COc1cc(C(=O)N/N=C(\C)c2ccc3c(c2)OCO3)cc(OC)c1OC,-4,0,-6,-3,-8,-0.1,1.0,1,3
C#CCOCCOCCOCCNc1nc(N2CCN(C(=O)[C@H](Cc3cc4ccccc4[nH]3)n3cc([C@@H](N)C(C)CC)nn3)CC2)nc(N2CCN(C(=O)[C@H](CCCCN)n3cc([C@@H](N)CO)nn3)CC2)n1 (some centres not stated),1,8,-11,43,/,/,2.0,-2,-3
CN1CCc2c(sc3nc(NN)n(-c4ccc(Cl)cc4)c(=O)c23)C1,38*,7,40,23,8,-0.2,1.5,-1,-1
N#CC1=C(N)SC(N)=C(C#N)C1c1ccc([N+](=O)[O-])cc1,40*,1,11,6,-2,0.0,2.1,1,2
CCOC(=O)Nc1nnc(CCc2ccccc2)s1,-2,-1,2,18,3,-0.1,-3.6,4,12
CCOc1ccc(C(=O)Nc2nnc(SCC(=O)NCC3CCCO3)s2)cc1OCC (configuration not stated),-2,-2,-1,1,8,0.5,-1.7,2,1
CCc1ccc2[nH]c3nc(SCc4nnc(-c5ccccc5)o4)nnc3c2c1,-1,-1,2,-5,3,0.1,0.7,-2,1
COc1ccc(CNC(=O)CCCn2nc(C)c([N+](=O)[O-])c2C)cc1OC,2,1,0,-9,2,0.0,0.3,-1,7
CC1CCc2sc(C(=O)N(C)CC(=O)Nc3cccc(F)c3)cc2C1 (configuration not stated),-5,1,-5,-6,27,0.1,1.8,2,14
CCC(C)(C)C1CCC2(CC1)NC(=S)N(c1ccccc1)N2 (configuration not stated),-3,-3,0,8,-10,-0.1,-0.8,2,2
Cc1ccccc1OCC(O)Cn1c(NCc2ccccc2)nc2c1c(=O)[nH]c(=O)n2C (configuration not stated),-8,11,4,9,2,-0.1,1.0,3,8
